# ROC1-CUL1 inh: inhibitors of human ROC1-CUL1 ubiquitin ligase activity; in vitro K48 di-Ub FRET, acceptor:donor ratio, 45 min; P62877+Q13616; AID 1347404; inhibition, % at 10 µM; hit rate 0.6% among 140,000; in the data active = inhibition above about 25%
# Target sequence (P62877 whole entry, looked up): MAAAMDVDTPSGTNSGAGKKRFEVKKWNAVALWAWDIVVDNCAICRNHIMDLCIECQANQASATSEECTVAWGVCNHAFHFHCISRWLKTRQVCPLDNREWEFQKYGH
# Target sequence (Q13616 whole entry, looked up): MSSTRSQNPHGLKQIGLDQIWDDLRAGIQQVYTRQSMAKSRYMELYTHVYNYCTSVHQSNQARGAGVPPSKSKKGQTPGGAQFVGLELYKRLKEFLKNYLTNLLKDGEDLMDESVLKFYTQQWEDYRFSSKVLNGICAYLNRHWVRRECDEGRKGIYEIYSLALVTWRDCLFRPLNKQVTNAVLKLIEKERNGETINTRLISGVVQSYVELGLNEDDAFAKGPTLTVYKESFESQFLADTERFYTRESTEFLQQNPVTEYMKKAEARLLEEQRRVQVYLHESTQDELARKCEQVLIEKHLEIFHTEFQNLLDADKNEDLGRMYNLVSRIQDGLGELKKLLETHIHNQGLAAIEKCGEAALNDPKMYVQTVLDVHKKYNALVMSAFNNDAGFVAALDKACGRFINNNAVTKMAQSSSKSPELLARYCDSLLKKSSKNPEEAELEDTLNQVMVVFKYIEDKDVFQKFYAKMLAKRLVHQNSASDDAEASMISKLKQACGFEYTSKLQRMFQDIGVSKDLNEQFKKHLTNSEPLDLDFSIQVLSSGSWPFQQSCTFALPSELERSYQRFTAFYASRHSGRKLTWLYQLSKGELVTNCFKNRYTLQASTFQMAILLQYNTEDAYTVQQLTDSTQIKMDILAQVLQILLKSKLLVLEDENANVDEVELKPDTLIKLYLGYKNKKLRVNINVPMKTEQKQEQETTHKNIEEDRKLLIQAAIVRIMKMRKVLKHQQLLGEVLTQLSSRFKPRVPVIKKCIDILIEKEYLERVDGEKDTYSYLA
# * = called active by the depositor. Some of the compounds tested; the hit share may differ from the screen's.
Compound	ROC1-CUL1 inh
COC(=O)c1ccc(C2C3=C(CC(c4ccccc4)CC3=O)OC(=N)C2C#N)cc1 (stereo not given)	0
COC(=O)C1=CN(CO)[C@H](C(=O)OC)CS1	5
CC(=O)c1c(C)oc2ccc(N(C(=O)c3ccncc3)S(=O)(=O)c3ccc(F)cc3C)cc12	-13
Clc1ccc(-c2cn3cc(Cl)ccc3n2)cc1	-13
Cc1ccc(NC(=O)Cn2c(=O)n(Cc3ccco3)c(=O)c3ccc(C(=O)NC4CCCC4)cc32)c(C)c1	5
O=c1[nH]cnc2sc3cnccc3c12	9
CCCCC(=O)NCc1nc2cccnc2n1Cc1ccc(OC)cc1	-5
O=c1cc(C2CCCN(Cc3cnn(-c4ccc(F)cc4)c3)C2)nc[nH]1 (stereo not given)	2
Cc1cccc(NC(=O)CSc2nc(-c3cccc(C)c3)nc3c2Cc2c(CO)cnc(C)c2O3)c1	-11
O=C(Nc1ccccc1N1CCN(C(=O)c2ccccc2)CC1)c1cccnc1Cl	-4
COc1ccc(-c2cnc(OC(C)(C)C)nc2OC(C)(C)C)cc1	-6
CO[C@H]1[C@H](NC(=O)Cc2ccccc2)c2ccccc2C12CCN(Cc1ccc(NC(C)=O)cc1)CC2	8
COc1ccc(N=Nc2c(N)nn3c(C)cc(=O)[nH]c23)cc1	-2
Cc1cnc(CN(C)Cc2cccc(OCC(O)CN3CCC(O)CC3)c2)[nH]1 (stereo not given)	4
CC(CNC(=O)Cn1c(-c2cccs2)cc2cc(Cl)ccc21)c1ccccc1 (stereo not given)	-2
CCOC(=O)C1(Cc2ccc(F)cc2)CCCN(C(=O)c2ccc3c(c2)OCO3)C1 (stereo not given)	13
CCOc1cc(C2CC(=O)Nc3c2c(C)nn3-c2nc(C)cc(C)n2)ccc1O (stereo not given)	-9
CCc1ccc(OCCSc2nc(-c3cccc(C)c3)nc3cc(=O)[nH]n23)cc1	8
CC(=O)c1ccc(C(=O)NCC2CC(Cc3ccc(F)cc3)=NO2)cc1 (stereo not given)	10
COC(=O)C(=NC(=O)c1ccccc1)C(C)c1ccc(C)cc1 (stereo not given)	8
O=C(c1cc(COc2cncc(Cl)c2)on1)N(Cc1ccncc1)CC1CCCO1 (stereo not given)	2
CC(C)OC(=O)/C(C#N)=C\c1cccn1C	9
CC1=Nc2ccc(C)c3nc(C)cc(c23)N1c1ccc(C)cc1	3
Cc1ccc(NC(=O)C2CCN(S(=O)(=O)c3cccc4nsnc34)CC2)cc1F	3
CCOc1ccc(NC(=O)c2cnn3c2N=C(C)C(C(=O)Nc2ccc(Cl)cc2)C3c2ccc(OC)c(OC)c2)cc1 (stereo not given)	6
Cc1cc(C)cc(OC(C)C(=O)Nc2nonc2-c2ccc(Br)cc2)c1 (stereo not given)	5
CCCn1c(=O)n(N)c2ccccc21	0
CCOC(=O)c1[nH]ncc1CN1CCOC(Cc2ccc(F)cc2)C1 (stereo not given)	2
CC(=O)c1ccc(C(=O)N2CCC3(CCCN(Cc4ccc(F)cc4)C3)C2)s1 (stereo not given)	1
Cc1ccc(NC(=O)c2ccc(C(=O)Nc3ccc(C)cc3)c(-c3ccccc3)c2)cc1	-2
O=S(=O)(NCc1ccc(F)cc1)c1ccc(-c2cnc(C3CC3)o2)cc1	-10
Cc1[nH]nc2c1C(c1ccccc1)N(c1ccc(Br)cc1)C2=O (stereo not given)	4
Cc1cc(OCC(=O)N/N=C/c2c[nH]c3ccccc23)c(C(C)C)cc1Cl	-8
O=C(Cn1cnc2c(Br)cc(Br)cc2c1=O)c1cccs1	4
CCOC1NC(=O)c2ccccc21 (stereo not given)	-2
CCOc1cccc(-c2cc(C(=O)N/N=C(\C)c3ccccc3O)[nH]n2)c1	-4
Cc1ccc(NC(=O)C2CC(=O)N(c3ccc(OC(C)C)cc3)C2)cc1 (stereo not given)	-2
CCOC(=O)c1c(C)n(C)c2ccc(OS(=O)(=O)c3ccc(C)cc3)cc12	4
COc1ccccc1OCC(=O)Nc1ccc(S(=O)(=O)N2CCCCCC2)cc1	-3
COc1ccccc1N=C(SC)C(C(=O)c1ccc(Cl)cc1)n1cncn1 (stereo not given)	4
CC(=O)c1sc(N2C(=O)C(=O)C(C(=O)c3cc4ccccc4o3)C2c2ccccc2)nc1C (stereo not given)	1
Cc1cccc(NC(=O)C(C#N)=C2CCCCCC2)c1	-7
COc1ccc(OCCCn2cc(/C=C3/C(=N)N4C=C(C)SC4=NC3=O)c3ccccc32)cc1	1
O=C(NCc1ccccc1)c1coc(-c2ccccc2)n1	-2
O=C1CCCc2cc(S(=O)(=O)NCC3CCC(C(=O)NCc4ccc(F)cc4)CC3)ccc2N1 (stereo not given)	-7
CCC(=NCc1ccc(OC)c(OC)c1)C1N=C(c2ccc(Cl)cc2)OC1=O (stereo not given)	-16
O=C(NC(=S)OCc1ccccc1Cl)c1ccco1	-7
O=c1ccc(Cl)nn1-c1ccc(Br)cc1	-3
COC(=O)c1c(NC(=O)/C=C/c2ccc(OC)cc2)sc2c1CCC2	1
CN1C2CCC1CN(C1Cc3ccccc3Sc3ccc(Cl)cc31)C2 (stereo not given)	2

# (list continues)
Compound	ROC1-CUL1 inh
O=C(O)CSc1nc2c(Br)c(N3CCOCC3)c(F)cc2[nH]1	4
Cn1c(=O)c2c([nH]c(=O)n2C)n(C)c1=O	14
CCCCCOC(=O)C(C)n1cnc2sc3c(c2c1=O)CCCC3 (stereo not given)	3
O=C(Nc1ccc(-c2ccc(NC(=O)c3cccc(F)c3)c(C(=O)O)c2)cc1C(=O)O)c1cccc(F)c1	8
N#CC1C(=N)Oc2n[nH]c(-c3ccc4ccccc4c3)c2C1c1cn(CC(N)=O)nc1-c1ccccc1 (stereo not given)	6
O=C(NCCc1ccc(Cl)cc1)c1nnc(Cc2ccc(F)cc2)o1	-4
CCCOc1ccc(CN2C(=O)NC(=O)/C(=C\c3cc(Cl)c(OCC)c(OCC)c3)C2=O)cc1OC	4
O=C(CSc1ccc(-c2cccs2)nn1)Nc1ccccc1C(F)(F)F	-8
COc1cc(-c2cc(-c3ccccc3)nc(SCC(=O)Nc3cc(C)on3)c2C#N)cc(OC)c1OC	1
CC(=O)c1ccc(-c2ccc(/C=N/Nc3nc(N4CCCCC4)nc(N4CCCCC4)n3)o2)cc1	-6
O=C(CSc1ncn(-c2ccccc2)n1)Nc1nc(-c2ccccc2)cs1	8
CCn1ccnc(Cl)c1=Nc1ccc(OCCOCCOc2ccc(N=c3c(Cl)nccn3CC)cc2)cc1	-5
CCOc1ccc(CCNc2ncnc3onc(-c4ccc(Cl)cc4)c23)cc1	2
Cc1ccc(S(=O)(=O)NCCc2cn3ccsc3n2)c(C)c1	3
CCOc1ccc(C2C3=C(N=c4s/c(=C/c5ccc(N6CCCC6)cc5C)c(=O)n42)c2ccccc2CC3)cc1 (stereo not given)	-4
CCOc1ccc(CCNC(=O)CCN2N=C(c3ccc(OC)cc3)CCC2=O)cc1OCC	-8
CC1(C)Cc2cc(C(=NNC(=O)C3CC3)c3ccc(F)cc3)ccc2O1	-2
Cc1ccc2nc3sc(C(=O)NCCCN(C)c4ccccc4)cc3cc2c1	-2
Cc1cc(C)cc(OCCSc2nc3ccc(NC(=O)c4cccs4)cc3s2)c1	-3
Cc1oc(-c2ccc(Cl)cc2)nc1CN1CCCCC1CCN1CCCC1=O (stereo not given)	6
CCCCN(Cc1ccccc1)C(=O)CCC1(Cc2ccc(OC)cc2F)CCC(=O)N1 (stereo not given)	-2
O=C(CSc1ccc2nnc(CCNS(=O)(=O)c3ccccc3)n2n1)Nc1ccccc1C(F)(F)F	13
Cc1ccccc1CS(=O)(=O)Nc1c(C)n(C)n(-c2ccccc2)c1=O	6
CCCCCc1nnc(NC(=O)NCC(O)c2nccn2C)s1 (stereo not given)	-5
COc1ccc(C(=O)c2coc3ccc(OCC(=O)O)cc23)cc1	-2
Cc1ccc(C)c(NC(=S)N2CCC(Cc3ccccc3)CC2)c1	4
COc1cccc(/C=C2/SC(=Nc3ccc(C)cc3)N(C)C2=O)c1OC	0
COc1ccc(-c2cc3nc(C)c(CCC(=O)NCc4ccccc4Cl)c(C)n3n2)c(OC)c1	5
CC(=NCc1ccccc1)C1C(=O)Nc2ccccc21 (stereo not given)	-6
O=S(=O)(Nc1ccc2nc(-c3ccc(F)cc3)oc2c1)c1ccccc1	11
O=C(CSc1nc2ccccc2[nH]1)c1ccc(Cl)c(Cl)c1	0
CN(Cc1nc(Cc2cccc(F)c2)no1)C1CCOCC1	-7
O=C(Cn1cc(C(=O)C(F)(F)F)c2ccccc21)NC1CCCCC1	-1
COc1ccc(-c2cc3nc(C)c(CCC(=O)N4CCN(c5ccc(F)cc5)CC4)c(C)n3n2)c(OC)c1	-2
O=C(COc1ccc2ccc(=O)oc2c1)Nc1nc(-c2ccccc2)cs1	7
CCCn1c(=O)c2sccc2n2c(CCCC(=O)Nc3ccccc3OCC)nnc12	-1
CCCCNc1ccc(S(=O)(=O)c2cccc([N+](=O)[O-])c2)cc1[N+](=O)[O-]	0
Cc1noc(C)c1S(=O)(=O)NCCc1csc2nc(-c3ccc(F)cc3)nn12	6
Cc1ccc(CNC(=O)CCSCc2cnn(-c3ccccc3)c2-n2cccc2)cc1	17
CCOc1cc(CNCCCN2CCOCC2)cc(Cl)c1OCC(=O)NC(C)(C)C	3
CCCn1c(=O)c2c(nc3oc(C(C)(C)C)cn32)n(C)c1=O	2
COc1ccc(N2CCN(C(=O)c3nn(C)c4c3CSc3ccccc3-4)CC2)cc1	0
COc1ccc(C(=O)N/N=C\c2ccc(OCC(=O)Nc3ccc(C)c(C)c3)c(OC)c2)cc1	-4
Cc1ccc(S(=O)(=O)c2cn(CC(=O)Nc3ccc4c(c3)OCO4)c3ccc(F)cc3c2=O)cc1	2
O=C(CC1N=C2c3ccccc3N=C(SCC(=O)Nc3ccccc3F)N2C1=O)NCc1cccs1 (stereo not given)	-3
FC(F)(F)c1cccc(N2CCN(Cc3nnc(-c4ccccc4)o3)CC2)c1	-2
Cc1cc(F)ccc1NC(=O)c1csc2c1CCC(C)C2 (stereo not given)	3
Cc1cc(Cl)ccc1NC(=O)CS(=O)(=O)c1cccc2nsnc12	-9
O=C(COc1ccc(Cl)cc1Cl)Nc1ccc(OC(F)(F)F)cc1	-2
Cc1ncc2c(c1-c1noc(-c3cc4cc(F)ccc4[nH]3)n1)CCNC2	4

# Ordered by SMILES length (lowest first): five of the compounds above
Compound	ROC1-CUL1 inh
Cc1cc(F)ccc1NC(=O)c1csc2c1CCC(C)C2 (stereo not given)	3
Cc1ccc(C)c(NC(=S)N2CCC(Cc3ccccc3)CC2)c1	4
O=C(COc1ccc2ccc(=O)oc2c1)Nc1nc(-c2ccccc2)cs1	7
Cc1noc(C)c1S(=O)(=O)NCCc1csc2nc(-c3ccc(F)cc3)nn12	6
CCCCNc1ccc(S(=O)(=O)c2cccc([N+](=O)[O-])c2)cc1[N+](=O)[O-]	0

# The main list resumes; the four compounds before the break are reprinted first.
Compound	ROC1-CUL1 inh
Cc1cc(F)ccc1NC(=O)c1csc2c1CCC(C)C2 (stereo not given)	3
Cc1cc(Cl)ccc1NC(=O)CS(=O)(=O)c1cccc2nsnc12	-9
O=C(COc1ccc(Cl)cc1Cl)Nc1ccc(OC(F)(F)F)cc1	-2
Cc1ncc2c(c1-c1noc(-c3cc4cc(F)ccc4[nH]3)n1)CCNC2	4
CCN1C(=O)/C(=C\c2cccc(Br)c2)SC1=Nc1ccc(C(=O)OC)cc1	1
CC(=O)c1cccc(N2C(=O)C3C(C2=O)C2(c4ccccc4)C(=O)C3(c3ccccc3)C(c3ccccc3)=C2c2ccccc2)c1 (stereo not given)	-4
COC(=O)C1=C(C)NC(=O)NC1c1cc(OC)ccc1OC (stereo not given)	-2
O=C1N(CC2CCCCC2)CCCC1(O)CNCc1cccc2[nH]ccc12 (stereo not given)	-5
O=S(=O)(c1ccc2nc(Nc3ccc(F)cc3)ccc2c1)N1CCCC1	-4
Cc1ccc(C(=O)CSCc2ccccc2)cc1	-4
C=C(C)Cn1c(=O)c2c(nc3n(-c4ccccc4O)c(C)c(C)n23)n(C)c1=O	8
CCOC(=O)c1c(N)sc2c1CCC(C(C)(C)C)C2 (stereo not given)	3
COc1ccccc1-c1noc(CCCC(=O)NCc2ccco2)n1	0
CC(C)OC(=O)c1nn2c(C(F)(F)F)cc(-c3ccc(Br)o3)nc2c1Br	1
CC(C)c1cc(I)ccc1NC(=O)CN1CCOCC1	7
CCCOc1ccccc1C(=O)Nc1nc2c(s1)CCCC2	-8
CCOC(=O)N1CCN(C(=O)CC2(c3ccccc3OC)CC(=O)N(CCCOC)C2=O)CC1 (stereo not given)	-1
N=C1S/C(=C\c2ccc(-c3ccccc3C(=O)O)o2)C(=O)N1c1ccc(Cl)cc1Cl	100*
Cc1cccc(C(=O)NC2CC(=O)N(C3Cc4ccccc4C3)C2)n1 (stereo not given)	4
Cc1cc(C(=O)NCc2cccnc2N2CCCC(O)C2)no1 (stereo not given)	8

# Structures above that contain a CF3 group:
Compound	ROC1-CUL1 inh
O=C(CSc1ccc(-c2cccs2)nn1)Nc1ccccc1C(F)(F)F	-8
O=C(CSc1ccc2nnc(CCNS(=O)(=O)c3ccccc3)n2n1)Nc1ccccc1C(F)(F)F	13
O=C(Cn1cc(C(=O)C(F)(F)F)c2ccccc21)NC1CCCCC1	-1
FC(F)(F)c1cccc(N2CCN(Cc3nnc(-c4ccccc4)o3)CC2)c1	-2
O=C(COc1ccc(Cl)cc1Cl)Nc1ccc(OC(F)(F)F)cc1	-2
CC(C)OC(=O)c1nn2c(C(F)(F)F)cc(-c3ccc(Br)o3)nc2c1Br	1

# Screening results (PubChem)
